GSH fluor: compound fluoresces at 488/530 nm on GSH beads | GSH beads flow cytometry, compound fluorescence 488/530 nm; stronger effect = higher value | 190,000 compounds, 0.25% hits | AID 1776 | fluorescence (KMESF) at 10 µM; in the data active means fluorescence above about 89;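 further: glutathione beads carrying GST-tagged Bcl family fusion proteins plus one bare bead set; values are compound well signal with DMSO vehicle wells as background; inactives centre near 16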
RGS4-Gao reg: modulates binding of RGS4 to human Galphao; P09471; Multiplexed bead flow cytometry; actives lie on both sides; binding response (% of control), % at 10 µM; 220,000 compounds, 0.33% hits; in the data active means binding response below about 49% or above about 150%; inactive means in between;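 further: fluorescent Galphao activated with aluminum fluoride binding bead-coupled RGS4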
Bcl-XL Bim block: human Bim-Bcl-XL interaction inhibition; Q07817; Bim peptide-Bcl-XL binding, bead flow cytometry, fluorescence; inhibition, % at 10 µM; 190,000 compounds, 0.04% hits
Target sequence (Q07817 whole entry, looked up): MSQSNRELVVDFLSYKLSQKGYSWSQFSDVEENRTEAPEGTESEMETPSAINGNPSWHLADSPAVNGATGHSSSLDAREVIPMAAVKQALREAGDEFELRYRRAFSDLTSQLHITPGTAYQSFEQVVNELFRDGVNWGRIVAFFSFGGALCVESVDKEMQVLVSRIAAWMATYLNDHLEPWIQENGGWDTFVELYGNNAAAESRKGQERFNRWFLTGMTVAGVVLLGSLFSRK
Bcl-2 Bim block: disrupts Bim peptide binding to human Bcl-2 | Bead-based flow cytometry, Bim peptide-Bcl-2 binding | inhibition, % at 10 µM | 190,000 compounds, 0.06% hits; in the data active means inhibition above about 40%;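 further: 0% = no compound wells with probe peptide and 100% = reference peptide inhibitor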
ABCG2 inh: blocks JC-1 efflux by human ABCG2 transporter. inhibition, % at 6.6 µM. AID 1325. Q9UNQ0. IgMXP3 cells, flow cytometry. 190,000 compounds, 0.1% hits;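 active means inhibition above 80%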;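 further: 0% = DMSO and 100% = nicardipine control wells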
Target sequence (Q9UNQ0 whole entry, looked up): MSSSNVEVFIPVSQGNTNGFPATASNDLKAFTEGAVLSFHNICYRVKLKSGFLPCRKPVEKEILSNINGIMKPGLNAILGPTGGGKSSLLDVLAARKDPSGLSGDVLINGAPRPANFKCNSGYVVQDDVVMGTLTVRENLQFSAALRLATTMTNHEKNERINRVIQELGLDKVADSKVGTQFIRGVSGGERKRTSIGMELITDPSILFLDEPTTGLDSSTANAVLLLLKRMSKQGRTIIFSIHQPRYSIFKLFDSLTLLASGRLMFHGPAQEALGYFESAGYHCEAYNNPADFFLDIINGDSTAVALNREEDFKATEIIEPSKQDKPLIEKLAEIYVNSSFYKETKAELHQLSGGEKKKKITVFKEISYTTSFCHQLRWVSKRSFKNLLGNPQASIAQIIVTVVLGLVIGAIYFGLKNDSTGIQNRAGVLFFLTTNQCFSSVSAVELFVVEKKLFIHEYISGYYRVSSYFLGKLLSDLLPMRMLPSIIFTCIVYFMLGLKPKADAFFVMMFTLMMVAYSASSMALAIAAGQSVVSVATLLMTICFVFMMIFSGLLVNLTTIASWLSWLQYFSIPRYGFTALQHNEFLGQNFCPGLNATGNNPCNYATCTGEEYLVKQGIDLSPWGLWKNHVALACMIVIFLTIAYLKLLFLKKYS
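Measure – % inhibition of efflux relative to nicardipine and DMSO · Test system – ABCG2 IgMXP3 and barcoded ABCB1 CCRF-Adr cell mix · Control set – nicardipine as high control, DMSO as low control · Compound – one concentration, 6.6 µM final · Signal – flow cytometry of retained JC-1 fluorescence · Timing – 10 min exposure at 25 °C with rotation, no wash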
RGS7-Gao reg: modulates binding of RGS7 to human Galphao | P09471 | 220,000 compounds, 0.35% hits | binding response (% of control), % at 10 µM | Multiplexed bead flow cytometry; actives lie on both sides | AID 1439; in the data active means binding response below about 49% or above about 150%;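 further: fluorescent Galphao held in activated GDP-AlF4 state binding bead-coupled RGS7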
ABCB1 inh: inhibitors of human ABCB1 transporter, ABCG2 counter-screen. inhibition, % at 6.6 µM. CCRF-Adr cells, JC-1 efflux, flow cytometry. 190,000 compounds, 0.067% hits. AID 1326; in the data active means inhibition above about 40%;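 further: 0% = vehicle and 100% = reference inhibitor; higher value means more JC-1 retained so stronger ABCB1 efflux block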
RGS8-Gao reg: modulates binding of RGS8 to human Galphao | P09471 | multiplexed bead flow cytometry; actives lie on both sides | response (percent of control binding), % at 10 µM | 220,000 compounds, 0.34% hits | AID 1423; in the data active means response below about 60% or above about 140%; inactive means in between;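 further: Galphao activated as the GDP aluminium fluoride complex binding bead-coupled RGS8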
Bim-Bcl-B: human Bim-Bcl-B interaction inhibition. bead-based flow cytometry, Bim peptide-Bcl-B binding. inhibition, % at 10 µM. 190,000 compounds, 0.073% hits. AID 951;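 further: 0% = tracer peptide without compound and 100% = reference inhibitor peptide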
Bfl-1 Bim block: disrupts Bim binding to human Bfl-1; Q16548; Bead-based flow cytometry, Bim-Bfl-1 binding inhibition; inhibition, % at 10 µM; 190,000 compounds, 0.12% hits; AID 1008;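 further: 0% = wells without compound plus tracer and 100% = blocker peptide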
Bcl-W Bim block: disrupts Bim peptide binding to human Bcl-W | Q92843 | bead-based flow cytometry | inhibition, % at 10 µM | 190,000 compounds, 0.02% hits | AID 952;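 further: 0% = bound tracer without compound and 100% = peptide blocker; higher means less fluorescent Bim peptide bound to Bcl-W beads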
* = called active by the depositor. Unless noted, no stated cut-off is given here; in the data, active means inhibition above about 40%.

1) COC(=O)C1=C(C)OC(N)=C(C#N)C1c1ccc(OC)c(OC)c1OC (stereo not drawn)
2) Cc1ccccc1NC(=O)c1c(F)c(F)c(F)c(F)c1F
3) COc1ccc(C2C(C#N)=C(N)OC3=C2C(=O)CCC3)c(OC)c1OC (stereo not drawn)
4) COc1ccc(OCC(=O)Nn2c(-c3cccc(OC)c3)nc3ccccc3c2=O)cc1
5) CCOc1cc(S(=O)(=O)n2nc(C)cc2C)ccc1F
6) CCCNC(=O)c1nc(C)c(C)nc1C(=O)Nc1cccc(Cl)c1
7) CCc1cc2c(=O)c(-c3nc4ccccc4n3C)coc2c(CN2CCN(C)CC2)c1O
8) CCC(=O)N(Cc1ccco1)Cc1cc2cc3c(cc2[nH]c1=O)OCO3

compound no.	1	2	3	4	5	6	7	8
GSH fluor	4	54	7	23	23	22	33	24
RGS4-Gao reg	100	109	84	100	103	97	100	102
Bcl-XL Bim block	-2	-1	-1	-4	-9	-6	-3	1
Bcl-2 Bim block	-2	-6	-3	-1	-8	0	-4	3
ABCG2 inh	0	1	-2	3	1	13	4	1
RGS7-Gao reg	97	106	86	101	101	95	100	108
ABCB1 inh	0.0	0.1	-0.7	4.7	0.4	1.2	2.4	0.1
RGS8-Gao reg	96	108	93	100	101	98	104	106
Bim-Bcl-B	-3	-7	-1	0	-9	-4	-8	-1
Bfl-1 Bim block	-8	-9	-2	-3	-8	-2	-11	1
Bcl-W Bim block	1	2	1	-2	-3	-3	1	3

Ordered by count of non-hydrogen atoms (largest number first): five of the compounds above
4) COc1ccc(OCC(=O)Nn2c(-c3cccc(OC)c3)nc3ccccc3c2=O)cc1
8) CCC(=O)N(Cc1ccco1)Cc1cc2cc3c(cc2[nH]c1=O)OCO3
6) CCCNC(=O)c1nc(C)c(C)nc1C(=O)Nc1cccc(Cl)c1
2) Cc1ccccc1NC(=O)c1c(F)c(F)c(F)c(F)c1F
5) CCOc1cc(S(=O)(=O)n2nc(C)cc2C)ccc1F

compound no.	4	8	6	2	5
GSH fluor	23	24	22	54	23
RGS4-Gao reg	100	102	97	109	103
Bcl-XL Bim block	-4	1	-6	-1	-9
Bcl-2 Bim block	-1	3	0	-6	-8
ABCG2 inh	3	1	13	1	1
RGS7-Gao reg	101	108	95	106	101
ABCB1 inh	4.7	0.1	1.2	0.1	0.4
RGS8-Gao reg	100	106	98	108	101
Bim-Bcl-B	0	-1	-4	-7	-9
Bfl-1 Bim block	-3	1	-2	-9	-8
Bcl-W Bim block	-2	3	-3	2	-3

Two entries drawn at random from those above:
3) COc1ccc(C2C(C#N)=C(N)OC3=C2C(=O)CCC3)c(OC)c1OC (stereo not drawn)
8) CCC(=O)N(Cc1ccco1)Cc1cc2cc3c(cc2[nH]c1=O)OCO3

compound no.	3	8
GSH fluor	7	24
RGS4-Gao reg	84	102
Bcl-XL Bim block	-1	1
Bcl-2 Bim block	-3	3
ABCG2 inh	-2	1
RGS7-Gao reg	86	108
ABCB1 inh	-0.7	0.1
RGS8-Gao reg	93	106
Bim-Bcl-B	-1	-1
Bfl-1 Bim block	-2	1
Bcl-W Bim block	1	3

Continuation.
9) COc1cccc(C2CC(c3cccs3)=NN2C(=O)CSc2nc3c(cnn3-c3ccc(F)cc3)c(=O)[nH]2)c1OC (stereo not drawn)
10) CC1(C)CC(=O)C=C(NCc2ccccc2)C1
11) Cc1nc(NNC(=O)c2ccc(Cl)cc2Cl)cc(-c2ccccc2)n1
12) COC(=O)c1sc2nc(C)cc(-c3ccccc3)c2c1N
13) Cc1ccc(CN(C)CC(=O)Nc2cccc([N+](=O)[O-])c2)o1
14) Cc1ccc(S(=O)(=O)/C(C#N)=C/c2c(N3CCN(C)CC3)nc3c(C)cccn3c2=O)cc1
15) CNS(=O)(=O)c1cc(O)c2c(S(=O)(=O)NC)cccc2c1
16) CCCCN(C(=O)CC(c1ccccc1)c1ccccc1)c1c(N)n(CCC)c(=O)[nH]c1=O

compound no.	9	10	11	12	13	14	15	16
GSH fluor	16	31	8	12	23	24	38	14
RGS4-Gao reg	103	104	93	102	107	103	96	101
Bcl-XL Bim block	-4	-8	1	-7	-1	-10	-9	-2
Bcl-2 Bim block	0	-8	-4	-6	-5	-8	-4	0
ABCG2 inh	5	1	2	3	13	21	0	3
RGS7-Gao reg	102	102	97	97	103	101	97	96
ABCB1 inh	2.2	0.3	0.3	0.5	0.5	7.9	0.0	0.1
RGS8-Gao reg	105	106	96	101	102	102	98	101
Bim-Bcl-B	-2	-9	-3	-9	-2	-9	-4	-6
Bfl-1 Bim block	0	-11	-7	-10	0	-19	-10	-5
Bcl-W Bim block	-4	0	4	-4	-1	-3	3	-5

17) CCOC(=O)C1CCN(Cc2oc(CO)cc(=O)c2O)CC1
18) O=C(O)CCN1C(=O)c2ccc(NC(=O)CSc3ccccc3)cc2C1=O
19) COC(=O)Cn1c(=NC(=O)c2nc3ccccc3s2)sc2cc(S(N)(=O)=O)ccc21
20) CC(c1ccccc1)N1CC(C(=O)N2CCN(c3ccc(F)cc3)CC2)CC1=O (stereo not drawn)
21) c1ccc(-c2nnc(-c3c[nH]c4ccccc34)nc2-c2ccccc2)cc1
22) O=C(NCc1cccnc1)/C(=C/c1ccccc1)NC(=O)c1ccccc1
23) CCCCN(CC)S(=O)(=O)c1ccc(C(=O)N=c2sc3cc(NC(C)=O)ccc3n2C)cc1
24) COc1ccccc1C1=NN(C(=S)Nc2ccccc2)C(c2ccco2)C1 (stereo not drawn)

compound no.	17	18	19	20	21	22	23	24
GSH fluor	33	12	3	16	9	26	15	25
RGS4-Gao reg	95	114	102	103	100	106	101	95
Bcl-XL Bim block	-18	-6	-5	0	-1	2	-7	-4
Bcl-2 Bim block	-9	-5	0	-2	-7	2	2	0
ABCG2 inh	-1	3	-2	2	-1	1	15	1
RGS7-Gao reg	92	112	106	98	104	100	97	98
ABCB1 inh	-0.4	0.3	-0.5	0.5	-0.2	0.3	-2.0	0.0
RGS8-Gao reg	98	115	102	102	102	117	107	101
Bim-Bcl-B	-8	-4	-8	1	-2	0	-7	-3
Bfl-1 Bim block	-12	-1	3	0	-11	4	2	0
Bcl-W Bim block	-2	-5	-1	0	6	1	-6	-3

25) CCn1c(-c2ccsc2)nc2c1c(=O)[nH]c(=O)n2Cc1ccccc1
26) O=C(Nc1cccc2ccccc12)C12CC3CC(C1)CC(n1cnc([N+](=O)[O-])n1)(C3)C2
27) Cc1cc(N2CCCC2)ccc1/C=N/n1cnnc1
28) Cc1ccc2cc(/C=N/NC(=O)CN3CCCCC3)c(Cl)nc2c1
29) Cc1ccc(S(=O)(=O)N2CCC(C(=O)N3CCC[C@H]3C(=O)NCc3ccccc3)CC2)cc1
30) COc1cccc(-c2nn(C)c3sc(C(=O)N4CCN(c5ccccn5)CC4)cc23)c1
31) COc1ccc(CN(C)c2ncnc(N)n2)cc1
32) O=C(CCc1ccccc1)NCCc1nc2ccccc2[nH]1

compound no.	25	26	27	28	29	30	31	32
GSH fluor	24	77	50	19	21	22	11	14
RGS4-Gao reg	92	98	102	101	107	94	85	100
Bcl-XL Bim block	-1	-3	-3	6	-4	-5	0	0
Bcl-2 Bim block	-1	-6	0	-1	-9	-6	-5	-4
ABCG2 inh	4	2	2	2	1	40	0	10
RGS7-Gao reg	95	103	99	97	104	94	96	99
ABCB1 inh	0.4	1.0	0.3	0.4	0.4	29	-0.1	-0.6
RGS8-Gao reg	96	101	98	103	104	97	101	100
Bim-Bcl-B	-4	-3	-1	-4	-5	-8	0	-4
Bfl-1 Bim block	-9	-9	-5	0	-9	-15	0	-4
Bcl-W Bim block	2	-2	0	3	-1	0	0	0

33) Cn1cc(CN2CCC[C@H]2CO)c(-c2cccc(Cl)c2)n1
34) Cc1ccc2nc(SCC(=O)Nc3ccc4sc(C)nc4c3)c(C#N)cc2c1
35) O=C(CSCc1ccccc1)Nc1cccc(C(=O)Nc2ccccc2C(=O)O)c1
36) CCC(=O)Nc1ccc2c(c1)nc1n2CCSC1
37) COc1cccc(-c2nc(CS(=O)CC(=O)NC3CCCC3)c(C)o2)c1 (stereo not drawn)
38) O=c1c2ccccc2nc(/C=C/c2cccc([N+](=O)[O-])c2)n1CCO
39) CCOc1ccc(S(=O)(=O)N/N=C(\C)C2CCCCC2)cc1
40) COc1ccc(NC(=O)CCS(=O)(=O)c2ccc3c(c2)CCCN3C(C)=O)cc1Cl

compound no.	33	34	35	36	37	38	39	40
GSH fluor	10	15	17	8	16	8	5	23
RGS4-Gao reg	99	101	95	99	103	103	101	100
Bcl-XL Bim block	2	-2	-1	-6	-9	-8	0	-4
Bcl-2 Bim block	2	0	-1	-2	-6	0	4	-10
ABCG2 inh	2	0	-3	5	6	19	-8	10
RGS7-Gao reg	98	100	94	99	101	97	98	102
ABCB1 inh	0.3	0.2	-0.6	0.9	1.0	1.7	0.4	0.6
RGS8-Gao reg	102	102	93	104	104	106	76	103
Bim-Bcl-B	0	-1	4	-7	-11	-6	-2	0
Bfl-1 Bim block	-3	-4	4	1	-10	-2	2	-9
Bcl-W Bim block	13	-5	0	-5	-6	-1	1	0

41) CCOC(=O)CSc1nnc(CNC(=O)c2ccc(OC)cc2)n1-c1ccc(OC)cc1
42) O=C(O)/C(=C\c1ccc(-c2ccc(F)cc2)o1)c1ccccc1
43) Cc1ccc(C)c(S(=O)(=O)N/N=C/c2ccc(F)cc2)c1
44) O=C(NC1CCCC1)c1cc2c(ccc3ccccc32)o1
45) Cc1cc(C(=O)N/N=C/c2ccco2)n[nH]1

compound no.	41	42	43	44	45
GSH fluor	5	11	12	7	26
RGS4-Gao reg	97	99	102	99	100
Bcl-XL Bim block	0	0	-2	3	-2
Bcl-2 Bim block	-4	0	-2	7	7
ABCG2 inh	1	0	2	0	0
RGS7-Gao reg	105	100	105	99	101
ABCB1 inh	1.0	-0.2	-0.3	0.2	-0.1
RGS8-Gao reg	100	99	102	89	100
Bim-Bcl-B	-4	-2	-5	5	1
Bfl-1 Bim block	-10	-2	0	8	3
Bcl-W Bim block	0	0	0	6	0

Screening data (PubChem)
